Bioassay records from PubChem BioAssay.
E coli Lon inh – inhibitors of E. coli Lon protease, primary screen, biochemical, fluorescence polarization. P0A9M0. purified E. coli Lon protease. inhibition, % at 7.94 µM. 0.42% of 360,000 active; in the data active = inhibition above about 13%, passing the limit was not always enough;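 also: 0% = enzyme with probe and DMSO and 100% = no enzyme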
NRP1-CendR mod – modulators of CendR peptide binding to NRP-1, primary screen, biochemical, fluorescence polarization, uHTS | Neuropilin-1 (Homo sapiens), O14786 | inhibition, % at 25 µM | 0.85% of 360,000 active | FAM-RPARPAR peptide binding to NRP-1;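 active = inhibition or corrected inhibition above about 18%, plus a signal ratio from 0.5 to 1.5, limit read from the data, passing the limit was not always enough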; also: strong numbers were not always called active
LMPTP inh – LMPTP phosphatase inhibitors, primary screen, biochemical, fluorescence intensity, uHTS; AID 651560, 2012; inhibition, % at 20 µM; 0.22% of 360,000 active; recombinant LMPTP-A, OMFP fluorogenic substrate; Low molecular weight phosphotyrosine protein phosphatase (Homo sapiens), P24666;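 active = compounds that cut the enzyme signal by at least half of the control window in the single-dose screen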;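 also: plate controls were DMSO wells with enzyme plus substrate for no effect and substrate without enzyme for full effect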
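Assay system: LMPTP-A enzyme. Input: 0.625 nM LMPTP-A final. Probe or stimulus: 400 µM OMFP. Compound dosing: single 20 µM dose. Schedule: 50 min dark incubation at room temperature. Detection: fluorescence intensity of OMFP turnover product. Read-out: percent inhibition versus substrate-only and uninhibited controls. Benchmarks: no-enzyme low control, uninhibited high control.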
Tb MetRS inh – T. brucei MetRS inhibitors, primary screen, biochemical, luminescence. purified T. brucei MetRS, ATP depletion, Kinase-Glo luminescence. 0.4% of 360,000 active. inhibition, % at 11.9 µM. methionyl-tRNA synthetase (Trypanosoma brucei brucei);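 active = inhibition above a per-plate cutoff of the control wells' mean inhibition plus 3 SD, cut at about 5.5% in these data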;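 also: 0% = DMSO wells median and 100% = median of wells with control inhibitor compound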
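Measured by: Kinase-Glo luciferase luminescence reporting remaining unconsumed ATP. Material: purified T. brucei MetRS enzyme. Doses: 11.9 µM compound single dose, 0.9% DMSO. Medium: HEPES buffer containing pyrophosphatase, BSA, spermine, DTT. Times: 15 min preincubation, 2 h reaction, all 25 °C. Reagent: methionine, ATP and bulk E. coli tRNA.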
MsrA inh – bovine MsrA enzyme inhibitors, primary screen, biochemical, absorbance, HTS. Methionine sulfoxide reductase A (Bos taurus). purified bovine MsrA, absorbance read-out. inhibition, % at 15.5 µM. 0.75% of 360,000 active. AID 651718, 2012; in the data active = inhibition above about 4.5%;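 also: 0% = vehicle wells with enzyme and 100% = reference inhibitor wells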
bovine MsrA act – bovine MsrA enzyme activators, primary screen, biochemical, absorbance, HTS | purified bovine MsrA, absorbance read-out | Methionine sulfoxide reductase A (Bos taurus) | activation, % at 10.6 µM | 0.3% of 360,000 active; in the data active = activation above about 7.5%;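 also: 0% = vehicle and 100% = reference activator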
DNMT1 block – human DNMT1 methyltransferase inhibitors, primary screen, biochemical, molecular beacon, fluorescence, HinP1I cleavage, uHTS; DNA (cytosine-5)-methyltransferase 1 (Homo sapiens), P26358; 0.83% of 360,000 active; inhibition (reported as % activation of signal), % at 10 µM; in the data active = inhibition above about 50%
Target sequence (P26358 504-1616 limits assumed): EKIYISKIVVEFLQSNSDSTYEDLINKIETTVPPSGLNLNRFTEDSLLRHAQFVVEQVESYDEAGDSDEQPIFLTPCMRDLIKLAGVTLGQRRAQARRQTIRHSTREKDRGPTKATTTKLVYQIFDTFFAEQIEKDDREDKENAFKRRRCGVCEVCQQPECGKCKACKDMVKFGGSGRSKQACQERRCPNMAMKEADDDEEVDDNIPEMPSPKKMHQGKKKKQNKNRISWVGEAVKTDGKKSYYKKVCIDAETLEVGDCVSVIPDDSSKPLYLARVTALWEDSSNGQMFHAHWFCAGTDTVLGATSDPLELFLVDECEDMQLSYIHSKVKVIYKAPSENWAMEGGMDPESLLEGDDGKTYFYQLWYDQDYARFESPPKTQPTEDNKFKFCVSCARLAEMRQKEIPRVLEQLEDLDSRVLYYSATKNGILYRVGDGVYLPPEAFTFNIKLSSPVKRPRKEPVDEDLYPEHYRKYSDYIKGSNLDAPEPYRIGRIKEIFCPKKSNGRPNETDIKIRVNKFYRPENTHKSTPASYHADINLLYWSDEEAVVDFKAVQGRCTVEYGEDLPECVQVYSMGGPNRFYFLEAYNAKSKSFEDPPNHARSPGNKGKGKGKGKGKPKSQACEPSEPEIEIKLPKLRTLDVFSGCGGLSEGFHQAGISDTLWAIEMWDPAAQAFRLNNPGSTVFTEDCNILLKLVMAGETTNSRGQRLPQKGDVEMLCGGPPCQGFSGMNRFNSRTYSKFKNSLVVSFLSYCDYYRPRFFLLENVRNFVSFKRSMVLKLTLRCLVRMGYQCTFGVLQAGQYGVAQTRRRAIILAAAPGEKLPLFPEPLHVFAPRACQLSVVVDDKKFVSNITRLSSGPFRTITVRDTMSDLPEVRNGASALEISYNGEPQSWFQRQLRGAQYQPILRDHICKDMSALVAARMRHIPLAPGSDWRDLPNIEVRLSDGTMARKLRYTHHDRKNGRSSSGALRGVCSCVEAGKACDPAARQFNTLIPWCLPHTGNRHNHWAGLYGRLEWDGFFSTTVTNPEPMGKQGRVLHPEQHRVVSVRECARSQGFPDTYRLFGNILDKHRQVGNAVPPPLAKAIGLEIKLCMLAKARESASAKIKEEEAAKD
STEP inh – STEP phosphatase inhibitors, primary screen, biochemical, fluorescence intensity, uHTS | Tyrosine-protein phosphatase non-receptor type 5 (Homo sapiens), P54829 | recombinant STEP, OMFP fluorogenic substrate | inhibition, % at 20 µM | 0.25% of 360,000 active | AID 588621, 2011;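 active = inhibition at 20 µM, scaled per plate between control wells, above about 37%, limit read from the data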;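 also: 0% = DMSO with enzyme and substrate and 100% = substrate only without enzyme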
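Test system: STEP tyrosine phosphatase / Reagent: OMFP at 25 µM / Doses: 20 µM, 1% DMSO / Read-out: percent inhibition scaled to no-enzyme and uninhibited-enzyme controls, plate-pattern corrected / Detection: FITC-channel fluorescence of OMFP product / Medium: Bis-Tris buffer pH 6.0, 2.5 mM DTT, 0.005% Tween 20 / Schedule: 20 min at room temperature, dark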
Scp1 inh – Scp-1 phosphatase inhibitors, primary screen, biochemical, colorimetric, uHTS; 0.88% of 340,000 active; inhibition, % at 20 µM; AID 493091, 2011; Recombinant Scp1, phosphopeptide, malachite green phosphate absorbance;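 active = inhibition above about 50% at 20 µM, limit read from the data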;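 also: plate controls were DMSO wells with enzyme for no effect and wells lacking enzyme for full effect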
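assay system = SCP-1 phosphatase catalytic domain, residues 76-261 | buffer or medium = 50 mM Tris acetate pH 5.5, 0.005% Tween-20, 10 mM MgCl2 | incubation = enzyme reaction 45 min at room temperature, colour 5 min, stabilisation 30 min | signal = Phosphate-binding colour reagent, absorbance read at 630 nm | measure = % inhibition at 20 µM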
SUMO1-SIM PPI – modulators of SUMO1 protein-protein interactions, primary screen, biochemical, uHTS; SUMO1 binding to a labelled peptide, TR-FRET, 1 h; inhibition, % at 20 µM; AID 602429, 2012; Small ubiquitin-related modifier 1 (Homo sapiens), P63165; 0.33% of 360,000 active; in the data active = inhibition above about 37%
Starred values were filed as active, the others as inactive; nt = not tested or not shown. Random draw from the library, and some 4.3% of all compounds hit somewhere here.

SMILES	E coli Lon inh	NRP1-CendR mod	LMPTP inh	Tb MetRS inh	MsrA inh	bovine MsrA act	DNMT1 block	STEP inh	Scp1 inh	SUMO1-SIM PPI
CCCC(=O)Nc1cc(C(=O)O)ccc1S(=O)(=O)c1ccc(Cl)cc1	-21	-12	0.0	-0.3	-0.7	-3	5	0	3	3
COc1ccc(N2CC(C(=O)Nc3ccccc3C(=O)NC3CC3)CC2=O)cc1 (stereo unspecified)	-3	-7	-0.7	0.1	-0.2	-3	0	-1	-7	1
COc1ccccc1NC(=O)C(=O)c1cn(CC(=O)N2CCCC2)c2ccccc12	0	2	3.3	0.1	-0.1	-1	-7	2	-11	-24
O=C(Nc1ccc(OC(=O)c2ccccc2)c(-c2nc3ccccc3s2)c1)c1ccccc1	4	-4	-0.1	-0.4	0.0	-2	39	0	-6	-2
O=C(OCc1ccc(F)cc1Cl)c1ccccn1	-2	-12	-0.8	-1.0	-1.4	-7	4	-4	-6	-1
Cc1ccc(-n2c(=O)cc(N3CCCCCC3)[nH]c2=O)cc1	2	-17	0.7	-1.0	0.6	-1	-2	-1	-8	-6
COC(=O)[C@@]12CCCN1[C@H](c1ccc(-c3ccc4c(c3)OCO4)cc1)[C@H]1C(=O)N(C)C(=O)[C@H]12	-7	-5	-0.1	-0.3	1.4	-1	4	-1	6	2
COc1ccc(OC2CCN(S(=O)(=O)c3ccc(C(C)=O)cc3)CC2)cc1	2	-6	0.2	-0.2	-1.5	-1	-3	0	-10	3
Cc1cccc(NC(=O)CSc2nc3ccccc3c(=O)n2C)c1C	-6	2	0.6	-0.2	-0.6	-1	0	2	nt	-18
CCOc1ccc(N2C(=O)/C(=C/c3cccs3)N(C)C2=S)cc1	8	-1	1.2	-0.6	0.4	-1	5	0	1	3
COc1cccc(C2c3[nH]c4ccccc4c3CCN2CCCn2cccn2)c1 (stereo unspecified)	3	-3	1.3	0.3	0.5	-2	-3	8	-4	-2
O=C(CCNS(=O)(=O)c1ccccc1)NNC(=O)COc1ccccc1F	-5	0	-0.9	-0.3	-1.8	-3	5	0	-5	2
Cc1ccc(F)cc1NC(=O)c1c(-c2ccccc2)noc1C	4	-7	-1.3	-0.4	0.5	-5	4	1	-15	0
COc1ccccc1NC(=O)Cc1nnc(SCC(=O)NC2CCCC2)n1C	-2	6	-0.2	-0.3	1.3	-3	0	-3	-5	-3
CCOc1ccc(C2C(C(=O)/C=C/c3ccco3)=C(O)C(=O)N2CCN2CCOCC2)cc1OC (stereo unspecified)	2	-27	0.9	-0.7	1.0	-5	4	2	-7	-2
O=S(=O)(c1cc(Cl)ccc1Cl)N1CCC2(CC1)OCCO2	10	-9	-0.6	0.2	-0.7	-2	-1	1	-4	0
Cc1csc2c(NC3CCN(Cc4ccccc4)CC3)ncnc12	1	5	-1.3	-0.5	-1.0	-3	2	3	-10	3
COc1ccc(N2C(=NC(=O)C3CCCCC3)SC3CS(=O)(=O)CC32)cc1OC (stereo unspecified)	6	13	-0.4	-0.1	-0.3	-1	2	-2	-3	3
CCOc1cc(OCC)cc(C(=O)N2CCC[C@H]2C(=O)N2CCC[C@H]2C(=O)NCc2ccncc2)c1	8	6	-2.1	-0.2	0.1	-1	nt	nt	nt	1
c1ccc(CNCc2ccc3c(c2)OCO3)nc1	-10	6	0.1	-0.7	-0.3	-2	-1	-2	-2	2
CC12CCC(=O)N1C(C(=O)NNC(=O)COc1ccc(Br)cc1)CS2 (stereo unspecified)	-5	1	-0.7	-0.3	0.8	-4	-1	4	-1	-6
O=C(COC(=O)c1ccc([N+](=O)[O-])s1)NCCc1ccccc1	-8	-39	-0.7	-0.4	nt	26*	32	0	2	17
Cc1cccc(-c2noc(CNC(=O)c3ccc4c(c3)OCO4)n2)c1	-4	-39	0.2	-0.6	0.1	-2	-1	2	-5	3
O=C1NC[C@H](Cc2ccccc2)N(CC2CCN(CCC3CCCC3)CC2)C1=O	1	1	0.0	-1.2	1.1	-6	0	3	10	1
CCCNC(=O)N(C)C[C@@H]1Oc2cc(Br)ccc2S(=O)(=O)N([C@@H](C)CO)C[C@H]1C	1	-7	-1.5	-1.1	0.9	-4	4	-2	nt	4
COc1ccccc1/C=N/NC(=O)CN(C1=NS(=O)(=O)c2ccccc21)c1ccccc1	6	26*	1.3	-1.0	6.1*	-9	-1	-2	-5	-8
CCOC(=O)C1CCCN(C(=S)NC(=O)c2cc(Br)ccc2Cl)C1 (stereo unspecified)	-11	3	-0.1	-0.4	2.4	-3	-2	2	-9	2
O=[N+]([O-])c1ccc(N/N=C/c2cccs2)nc1	-6	-14	-0.1	-1.6	0.7	-8	1	0	-2	-23
CC(C)OP(C)(=O)CN1CCN(CP(C)(=O)OC(C)C)CC1 (stereo unspecified)	1	-4	-2.3	-0.3	-0.2	0	2	0	-9	2
Cc1cc(C)c(NC(=O)CC(=O)c2ccccc2)c(Cl)c1	-8	-1	-1.5	-0.4	-0.5	-1	0	0	-2	5

Compounds shown so far that contain a nitro group on carbon:
SMILES	E coli Lon inh	NRP1-CendR mod	LMPTP inh	Tb MetRS inh	MsrA inh	bovine MsrA act	DNMT1 block	STEP inh	Scp1 inh	SUMO1-SIM PPI
O=C(COC(=O)c1ccc([N+](=O)[O-])s1)NCCc1ccccc1	-8	-39	-0.7	-0.4	nt	26*	32	0	2	17
O=[N+]([O-])c1ccc(N/N=C/c2cccs2)nc1	-6	-14	-0.1	-1.6	0.7	-8	1	0	-2	-23

Next section.
SMILES	E coli Lon inh	NRP1-CendR mod	LMPTP inh	Tb MetRS inh	MsrA inh	bovine MsrA act	DNMT1 block	STEP inh	Scp1 inh	SUMO1-SIM PPI
CC(O)Cn1ccccc1=N (stereo unspecified)	-5	3	-0.6	0.4	-0.7	1	-1	1	-2	-5
COC(=O)c1ccc(N2CCN(CC(=O)c3ccc(C)cc3)CC2)c([N+](=O)[O-])c1	7	5	5.3	-1.7	-0.1	-11	5	2	9	-24
O=C(COC(=O)/C=C/c1cccc(Br)c1)NC1CC1	-3	-2	-0.4	-0.1	-1.0	-2	-1	2	-2	-11
CCC1(C)N=C(N)Nc2nc3cc(C)c(C)cc3n21 (stereo unspecified)	2	-3	-0.3	-1.4	-0.1	-7	1	-2	-4	2
COc1ccc(-n2nnc3c(SCC(=O)NCC4CCCO4)ncnc32)cc1 (stereo unspecified)	-9	-11	-0.3	0.0	0.4	3	1	-1	-2	-6
CCOC(=O)CSc1ccc(C(=O)Nc2ccc(Cl)cc2)cn1	2	12	-0.1	-0.3	0.8	-3	6	10	3	-1
Cc1ccc(C(=O)Nc2ccc(Oc3cccc(C(F)(F)F)c3)nc2)cc1	7	13	-2.5	-0.6	-1.3	1	9	1	-4	-3
Nc1nnc(SCC(=O)NCC(=O)Nc2ccc(F)c(F)c2F)s1	-2	7	-1.0	0.3	0.1	-3	2	2	-9	3
Cc1ccc(-n2c(SCC(=O)c3c(N)n(C)c(=O)n(C)c3=O)nc3sc4c(c3c2=O)CCCC4)c(C)c1	20	4	1.4	0.7	0.8	0	-2	1	-10	-2
COc1ccc2sc(-c3ccc(S(C)(=O)=O)cc3)c(-c3ccc(SC)cc3)c2c1	-6	6	-1.5	0.0	1.3	1	-5	1	-14	3
CC(=O)c1cccc(NC(=O)c2c(-c3c(F)cccc3Cl)noc2C)c1	-2	-6	-0.2	-0.5	0.6	-9	-1	1	-10	3
CC(C)N(C(=O)[C@H]1C[C@H](CC(=O)NCC23CC4CC(CC(C4)C2)C3)C(=O)N2CCc3c([nH]c4cc(-c5ccco5)ccc34)[C@]12C)C(C)C	-1	-13	3.1	0.0	-0.9	1	-15	-2	1	2
CCc1ccc(NC(=O)COC(=O)CN2C(=O)COc3ccccc32)cc1	-2	12	0.8	-0.1	0.6	-3	4	3	0	0
O=C(CSc1nnc(CNC(=O)c2ccc(F)cc2)o1)NCc1ccc(F)cc1	-7	2	-0.4	-0.3	-1.1	-3	1	1	-10	0
COC(=O)c1ccc(N2Cc3ccccc3/C2=N\C(=O)Nc2ccccc2)cc1	3	12	0.8	-0.1	3.1	-2	2	-2	-7	2
CCc1ccc(C(C(=O)NC2CCCC2)N(C(=O)c2csnn2)C2CC2)cc1 (stereo unspecified)	5	6	-1.1	-0.2	1.1	-1	1	-3	-5	7
O=C(NC1CCCCC1)c1ccccc1-c1ccccc1	-5	-7	-1.5	-0.5	0.6	-4	5	1	0	2
C/C(=N\NC(=O)c1c([N+](=O)[O-])c(C)nn1C)c1ccc(NC(=O)c2ccc(C)o2)cc1	-1	11	0.6	-0.6	3.8	-2	0	0	-2	-21
COc1cccc(C(c2nnnn2C(C)(C)C)N2CCN(C/C=C/c3ccccc3)CC2)c1OC (stereo unspecified)	-1	16	0.1	0.3	0.2	-2	0	1	nt	5
CN(C)c1ccc(C(=O)N(Cc2ccccc2)Cc2ccccc2)cc1	-13	-4	2.1	-0.4	1.4	-2	0	1	-6	25
O=C(CCC(=O)NNC(=O)Cc1ccccc1)NCc1ccccc1	-6	-9	-1.8	-1.0	1.7	-6	3	-1	-1	0
CC1=Nn2c(nnc2-c2ccccc2F)SC1	-2	4	-0.4	-1.5	-1.6	-14	4	-2	-1	1
COc1cccc(C(=O)NNC(=O)Cc2ccc([N+](=O)[O-])cc2)c1	2	13	-0.6	-1.3	2.3	-10	4	-2	-3	-10
Cc1nnc(Nc2ccc(O)cc2)[nH]c1=O	1	10	2.3	1.4	1.6	-2	-3	3	-7	5
Cn1c(SCC(=O)N2c3ccccc3CCc3ccccc32)nnc1-c1ccc(O)cc1	-2	2	-1.4	-0.2	0.1	-3	2	1	8	4
COc1cc(-c2c(C(C)=O)c(C)nc3c2C(=O)c2ccccc2-3)cc(OC)c1OC	-3	6	1.5	-1.0	0.0	-7	-2	1	-6	-25
